ERa coact pot – ER-alpha (human) coactivator binding potentiation; 1.3% of 86,000 active; TR-FRET ERalpha-LBD/SRC-Cy5 coactivator binding, 2 h; 100 = basal binding, no effect; P03372; coactivator binding (% of control), % at 25.6 µM; AID 639; in the data active means activity above about 200%;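 further: binding measured in presence of low estradiol as agonist stimulus; 0% = peptide alone without receptor and 100% = receptor with peptide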
ERa SRC1 inh – ER-alpha (human) coactivator binding inhibition; inhibition, % at 25.6 µM; 1.7% of 86,000 active; P03372; TR-FRET ER-alpha LBD / SRC-1 peptide, estradiol-bound; in the data active means inhibition above about 50%;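 further: 0% = receptor plus peptide control and 100% = peptide only without receptor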
H69AR inhibit – blocks growth of human H69AR lung tumor cells; H69AR lung tumor viability, ATP luminescence, 72 h; active compounds read low; viability, % at 10 µM; 6% of 85,000 active; AID 598;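 active means viability at or below 40%; inactive means viability above 40%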;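 further: multidrug resistant small cell line overexpressing MRP-1 efflux transporter; 100% = mean luminescence of untreated control wells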
HUVEC prolif 384 – blocks proliferation of human endothelial cells; HUVEC proliferation, CellTiter-Glo luminescence, 72 h; active compounds read low; viability, % at 10 µM (by protocol); 1.1% of 86,000 active; AID 648;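 active means viability at or below 30%; inactive means viability above 30%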;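 further: 100% = median luminescence of DMSO-only cell control wells on each plate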
ERb SRC1 inh – blocks coactivator binding to human estrogen receptor beta; Q92731; TR-FRET ER-beta LBD / SRC1-Cy5 peptide binding; receptor agonist-loaded with 1 µM estradiol; inhibition, % at 25.6 µM; 1.3% of 86,000 active;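 active means compounds whose percent inhibition of the receptor-coactivator binding signal exceeds about 50% in the single-dose screen, limit read from the data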;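 further: 0% = receptor plus peptide wells without compound and 100% = peptide-only wells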
Target sequence (Q92731 whole entry, looked up, the tested form may be a part): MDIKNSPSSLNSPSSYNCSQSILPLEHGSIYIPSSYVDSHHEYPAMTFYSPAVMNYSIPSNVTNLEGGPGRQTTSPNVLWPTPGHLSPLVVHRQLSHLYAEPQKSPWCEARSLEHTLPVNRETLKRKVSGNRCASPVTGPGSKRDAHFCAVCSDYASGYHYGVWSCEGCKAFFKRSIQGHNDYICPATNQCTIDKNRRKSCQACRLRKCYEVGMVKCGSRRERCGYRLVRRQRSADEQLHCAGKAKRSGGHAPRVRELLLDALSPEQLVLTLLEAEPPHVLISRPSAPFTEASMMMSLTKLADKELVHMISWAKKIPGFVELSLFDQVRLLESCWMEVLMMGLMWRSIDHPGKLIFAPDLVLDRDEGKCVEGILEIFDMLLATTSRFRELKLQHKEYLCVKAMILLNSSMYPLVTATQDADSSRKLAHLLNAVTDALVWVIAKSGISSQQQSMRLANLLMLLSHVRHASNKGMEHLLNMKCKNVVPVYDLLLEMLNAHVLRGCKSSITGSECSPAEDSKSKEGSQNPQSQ
Lung fibro prol – blocks proliferation of human lung fibroblasts; LL 47 human lung fibroblast viability, ATP luminescence; active compounds read low; viability, % at 10 µM; 1.1% of 85,000 active; AID 719;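 active means viability at or below 50% in the single dose screen; inactive means viability above 50%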;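 further: compound exposure lasted 72 h before the ATP readout; 100% = median luminescence of untreated cell-only wells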
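Assay system: human lung fibroblast line LL 47, low passage. Input: 1,150 fibroblasts seeded per well. Times: overnight cell rest, 72 h compound treatment at 37 °C. Evaluation: % viability of median cell-only signal. Technique: luminescent ATP detection, CellTiter-Glo. Control set: cell-only wells, no compound.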
MT1-MMP txn act – MT1-MMP promoter transcription activation | HT1080 MT1-MMP promoter luciferase reporter, luminescence, overnight; active compounds read high | activation factor at 10 µM | 0.16% of 86,000 active | AID 750;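 active means activation factor of at least 2 for MT1-MMP transcription at 10 µM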
CD11b adhes enh – enhancers of human CD11b/CD18 binding to fibrinogen; P05107+P11215; 0.07% of 93,000 active; AID 1499; K562 CD11b/CD18 adhesion to fibrinogen, ATPlite luminescence; activation, % at 10 µM;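 active means 10 µM primary screen giving 50% or more activity, confirmed by 40% or more on retest at that dose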; further: strong numbers were not always called active
Smad3 inh – Smad3 (human) transcription factor binding inhibition. P84022. TR-FRET Smad3/Dy647-FoxH1 peptide binding, europium anti-His. inhibition, % at 25 µM. 0.29% of 88,000 active;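 active means compounds that reduce the energy-transfer binding signal between the protein and its labelled peptide by more than half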;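 further: 0% = Smad3 plus labelled peptide maximal FRET and 100% = peptide-only background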
Target sequence (P84022 whole entry, looked up): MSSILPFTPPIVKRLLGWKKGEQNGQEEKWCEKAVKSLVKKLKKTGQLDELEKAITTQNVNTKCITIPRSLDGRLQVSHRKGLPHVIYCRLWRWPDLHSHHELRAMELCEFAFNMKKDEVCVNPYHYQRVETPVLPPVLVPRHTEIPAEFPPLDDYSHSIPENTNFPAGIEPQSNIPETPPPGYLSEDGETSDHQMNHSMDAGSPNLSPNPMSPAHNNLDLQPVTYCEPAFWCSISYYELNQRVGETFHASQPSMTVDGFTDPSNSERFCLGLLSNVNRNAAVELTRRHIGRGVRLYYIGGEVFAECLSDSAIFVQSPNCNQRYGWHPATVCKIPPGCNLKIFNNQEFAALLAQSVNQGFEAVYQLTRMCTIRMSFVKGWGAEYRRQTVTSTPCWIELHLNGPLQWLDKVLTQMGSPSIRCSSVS
Active calls of the source: *; nt = no result given; [ ] = dose if it differs, or a comment. This is a subset; rates above refer to the full screens.

SMILES | ERa coact pot | ERa SRC1 inh | H69AR inhibit | HUVEC prolif 384 | ERb SRC1 inh | Lung fibro prol | MT1-MMP txn act | CD11b adhes enh | Smad3 inh
COc1cccc(-c2nc(CS(=O)(=O)CC(=O)N3CCc4ccccc4C3)c(C)o2)c1 | 120 | -2 | 82 | 88 | -3 | 104 | 1.1 | -7 | -10
Cc1ccccc1CN(c1ccc(C(=O)Nc2ccccc2C(=O)NCc2ccco2)cc1)S(C)(=O)=O | 107 | 6 | 84 | 93 | 11[fluorescence artefact?] | 99 | 1.1 | -3 | 8
CCN(CC)C(=O)COc1cccc2ccccc12 | 78 | 12 | 89 | 89 | 12 | 96 | 1.2 | -1 | 0
O=c1ccc(/C=C/c2ccccc2)nn1Cc1ccccc1Cl | 83[fluorescence artefact?] | 8 | 97 | 103 | 5 | 99 | 1 | 1 | 14
Cc1ccc2c(c1)N(CCC(=O)NCC1COc3ccccc3O1)C(=O)CO2 (centres undefined) | 119 | -32 | 86 | 102 | -14 | 104 | 1.1 | 0 | 8
Cc1csc(N2CCc3ccccc32)n1 | 118 | -8 | 108 | 95 | -4 | 100 | 1.5 | 0 | 5
CCC1SC(=NC(=O)c2ccc(Cl)c(Cl)c2)NC1=O (centres undefined) | 112 | 0 | 97 | 94 | 0[fluorescence artefact?] | 108 | 1.1 | -5 | -8
CCC(C)Sc1nc2c(c(=O)[nH]c(=O)n2C)n1CC(O)COc1cccc2ccccc12 (centres undefined) | 104 | 6 | 31* | 93 | 4 | 71 | 1.5 | 0 | -4
CC(Sc1n[nH]c(N)n1)C(=O)C12CC3CC(CC(C3)C1)C2 (centres undefined) | 88 | 9[fluorescence artefact?] | 99 | 95 | 8 | 101 | 1 | 0 | -3
Cc1ccc(-c2noc(CSc3nnc(Cc4cccs4)n3-c3ccccc3)n2)cc1 | 91[fluorescence artefact?] | 46[fluorescence artefact?] | 81 | 95 | 16[fluorescence artefact?] | 101 | nt | 0 | -18
O=C(NCc1ccccc1)NC1(C(=O)Nc2ccc3c(c2)OCCO3)CCCCC1 | 105 | -21 | 80 | 103 | -10[fluorescence artefact?] | 103 | 1.1 | 0 | 12
CCCNC(=O)c1ccccc1NC(=O)C1COc2ccccc2O1 (centres undefined) | 110 | -1 | 89 | 85 | -7 | 92 | 1.2 | nt | 8
O=C(Cc1c(C(=O)O)[nH]c2ccc(Cl)cc12)Nc1ccc2c(c1)OCCO2 | 94 | 7 | 96 | 98 | 10 | 107 | 1.3 | 2 | -4
Nc1cc(=O)[nH]c(SCc2cccc(Cl)c2)n1 | 95 | 3[fluorescence artefact?] | 88 | 97 | 2[fluorescence artefact?] | 93 | 0.8 | -4 | 6
Cc1sc2ncn(CC(=O)NCC(=O)N(C)Cc3ccccc3)c(=O)c2c1C | 109 | -7 | 93 | 98 | -6 | 97 | 1.2 | nt | 3
CCCNC(=O)C1CCN(c2ccc(S(=O)(=O)N3CCOCC3)cc2Cl)CC1 | 108[fluorescence artefact?] | -24 | 50 | 88 | -22 | 89 | 1.3 | nt | 5
Cc1sc2ncn(CC(=O)NCCCC(=O)N3CCN(c4ncccn4)CC3)c(=O)c2c1C | 118 | 11[fluorescence artefact?] | 90 | 91 | 2[fluorescence artefact?] | 104 | 1.1 | 1 | 4
C=CCn1c(SCc2c(C)noc2C)nc2sc3c(c2c1=O)CCCC3 | 73 | 12 | 28* | 55 | 7 | 89 | 1 | -5 | 1
Cc1cccc(N2CCN(S(=O)(=O)c3ccc(S(=O)(=O)N4CCCC4)cc3)CC2)c1C | 98 | -5 | 16* | 65 | -1 | 55 | 1.1 | 1 | 1
CCOC(=O)Cc1csc(NC(=O)c2cc3c(s2)CCCC3)n1 | 106 | 3[fluorescence artefact?] | 67 | 85 | 6[fluorescence artefact?] | 97 | 1.3 | -3 | -4
CC1(C)C2CCC13CS(=O)(=O)NC3C2 (centres undefined) | 96 | 3 | 91 | 108 | -5 | 94 | 1 | nt | 7[fluorescence artefact?]
CCOC(=O)CSc1nnc(-c2ccc(S(=O)(=O)N3CCC(C)CC3)cc2)o1 | 135 | 19 | 89 | 101 | 2[fluorescence artefact?] | 96 | 1.1 | -3 | 0
Nc1ccccc1N1CCOCC1 | 97 | -2 | 99 | 83 | -7 | 96 | 1.2 | -1 | 8
O=C(CN1C(=O)c2ccccc2C1=O)OCC(=O)N1CCc2ccccc2C1 | 110 | -13 | 97 | 95 | -13 | 97 | 1.1 | -4 | 0
CC(C)c1cc(C(=O)Nc2ccc3c(c2)OCO3)no1 | 102 | 24 | 65 | 78 | 32 | 94 | 0.9 | 0 | 13
O=c1[nH]c2cc3c(cc2cc1CN(Cc1ccc2c(c1)OCO2)Cc1nnnn1CC1CCCO1)OCO3 (centres undefined) | 98 | -6 | 48 | 94 | -2 | 92 | 1.3 | nt | -7
COc1ccc(N2C(=O)C3CCCN3C2c2ccc(C)cc2)cc1Cl (centres undefined) | 126 | -4 | 87 | 91 | -7 | 94 | 1.4 | nt | 5
O=C(N1CCOCC1)N1CCN(c2nc(-c3ccccc3)cs2)CC1 | 109 | 4[fluorescence artefact?] | 94 | 99 | -13 | 98 | 1.3 | -2 | 8
CC(=O)c1ccc(N2CCN(C(=O)CCS(=O)(=O)c3ccc(C)cc3)CC2)cc1 | 92 | 2 | 81 | 99 | 2 | 102 | 1.2 | -3 | -3
Cc1nn(Cc2ccc(Cl)cc2Cl)c(C)c1NC(=O)c1nc2n(n1)C(C(F)F)CC(C)N2 (centres undefined) | 99 | -43 | 96 | 93 | -22 | 103 | 1.1 | 2 | -2
O=S(=O)(N/N=C/c1cn(Cc2ccccc2)c2ccccc12)c1ccccc1 | 108 | 6 | 45 | 75 | -2 | 85 | 1.2 | 0 | 5
Nc1nc(SCC(=O)NCCCN2CCOCC2)nc2sc3c(c12)CCC3 | 95 | -22 | 89 | 91 | -9 | 100 | 1.1 | -5 | -2
CC1CCCC(C)N1C(=O)CN1C(=O)C(C)(C)Oc2ccc(C(=O)NC3CCCCC3)cc21 (centres undefined) | 110 | 0 | 102 | 95 | 0 | 100 | 0.8 | 6 | 9
Cc1ccc(-c2nc(N)n(S(C)(=O)=O)n2)cc1 | 104 | 6 | 107 | 99 | 14[fluorescence artefact?] | 110 | 1.1 | 0 | -11
CCOC(=O)C1CCN(C(=O)c2ccc3c(c2)OCO3)CC1 | 139[fluorescence artefact?] | 2[fluorescence artefact?] | 90 | 97 | -3[fluorescence artefact?] | 98 | 0.9 | 1 | -5
CCN1CCCC1CNC(=O)c1cc2c(C)nc3ccccc3c2o1 (centres undefined) | 114 | 2 | 96 | 93 | 4 | 91 | 1.2 | -5 | 3
CC1=NOC2(C1)/C(=N/O)CCC/C2=N\O (centres undefined) | 120 | 2 | nt | 89 | 6 | 98 | 1.2 | -2 | -1
O=Cc1cn(CC(=O)NCC2CCCO2)c2ccccc12 (centres undefined) | 107 | -22 | 89 | 94 | -8[fluorescence artefact?] | 104 | 1.3 | nt | -9
Cc1cccc(NC(=O)c2cc(=O)c3ccccc3o2)n1 | 93 | -5 | 86 | 104 | -8 | 99 | 1.3 | nt | 2
CCN1C(=O)CC(NNC(=O)c2ccc(Cl)cc2)C1=O (centres undefined) | 98 | -9 | 98 | 90 | -11 | 92 | 1 | nt | -3
COC(=O)c1cccc(NC(=O)CSc2nnc(COc3ccccc3)n2C)c1 | 102 | 1 | 84 | 88 | -3 | 97 | 1.1 | 3 | 9
CC(C)NC(=O)c1ccc2c(c1)N(CC(=O)N1CCOCC1)C(=O)C(C)(C)O2 | 104 | -13 | 86 | 95 | -9 | 107 | 1.2 | -3 | -3
O=C(N1CCN(c2ccccn2)CC1)N1c2ccccc2Sc2ccccc21 | 94 | 0 | 34* | 26* | 6[fluorescence artefact?] | 55 | 0.4 | 2 | -2
O=C(CCCC(=O)N(CC(=O)NC1CCCCC1)CC1CCCO1)Nc1ccccn1 (centres undefined) | 103 | -3 | 108 | 102 | 1 | 99 | 1.1 | 0 | -5
O=C(Nc1nnc(-c2ccc3c(c2)CCCC3)o1)c1ccc(Cl)cc1Cl | 107 | -6 | 52 | 29* | 8 | 89 | nt | -13 | 5
CCCCC(=O)Nc1nn(C)c2nc3c(C)cccc3cc12 | 116 | -5 | 95 | 95 | -5[fluorescence artefact?] | 95 | 1 | -3 | 13
O=C(CN1CCN(C2CCCCC2)CC1)Nc1ccccc1N1CCCCC1 | 117 | -25 | 61 | 108 | -11 | 93 | 1.2 | 4 | 3
Cc1cc(C)n(-c2nc3c(c(=O)[nH]c(=O)n3C)n2CCc2ccccc2)n1 | 110 | -12 | 24* | 77 | -3 | 92 | 1 | -1 | 0
Cc1ccc(O)c(C2=NCCNC(C(F)(F)C(F)F)=C2)c1 | 104 | 7[fluorescence artefact?] | 81 | 90 | 3[fluorescence artefact?] | 95 | 1 | 0 | 12[fluorescence artefact?]
Cc1cc2cc(CN(CCCN3CCOCC3)C(=O)NC3CCCCC3)c(=O)[nH]c2cc1C | 105[fluorescence artefact?] | 1 | 74 | 81 | 3 | 93 | 0.9 | -4 | -2
CCCCc1ccc(C(=O)NC(C(=O)O)C(C)C)cc1 (centres undefined) | 110 | -3 | 114 | 93 | -3 | 89 | 1.2 | -6 | -4
Cc1ccc(N(C(C)C(=O)O)S(=O)(=O)c2c(C)[nH]c(=O)[nH]c2=O)cc1 (centres undefined) | 171 | -8 | 103 | 102 | -6 | 98 | 1 | 3 | -8
Cc1cc(=O)n2nc(N3CCC(C(=O)NCCC4=CCCCC4)CC3)sc2n1 | 103 | -8 | 103 | 97 | -10 | 95 | 1.1 | nt | -5
Cc1ccc(C(c2nnnn2CS(=O)(=O)c2ccc(C)cc2)N2CCC(C)CC2)cc1 (centres undefined) | 96 | 0 | 79 | 103 | -3 | 99 | 1.4 | 0 | 14
CS(=O)(=O)N1CCC(C(=O)O)CC1 | 95 | 3[fluorescence artefact?] | 101 | 98 | -3[fluorescence artefact?] | 101 | 1.3 | 2 | 2
COc1ccc2cc(CN(CC3CCCO3)S(=O)(=O)c3ccccc3)c(=O)[nH]c2c1 (centres undefined) | 101 | -3 | 86 | 97 | -1 | 102 | 1.2 | -3 | -11
CCCc1nc2sc3ccccc3c(=O)c2c(=O)n1CCOC | 106 | -8 | 95 | 100 | -15 | 101 | 1.1 | nt | 1
Cc1ccc(CSc2nc3ccccc3c(=O)n2CCCC(=O)NCc2ccco2)cc1 | 102 | 1 | 29* | 58 | 0 | 83 | 1 | -3 | 4
COc1ccc(O)c(-c2[nH]ncc2C(=O)c2ccccc2)c1 | 92 | -2 | 97 | 100 | -4[fluorescence artefact?] | 103 | 1.2 | -1 | -16

Three compounds out of the list, arranged by length of the SMILES, ascending:
SMILES | ERa coact pot | ERa SRC1 inh | H69AR inhibit | HUVEC prolif 384 | ERb SRC1 inh | Lung fibro prol | MT1-MMP txn act | CD11b adhes enh | Smad3 inh
CCCCc1ccc(C(=O)NC(C(=O)O)C(C)C)cc1 (centres undefined) | 110 | -3 | 114 | 93 | -3 | 89 | 1.2 | -6 | -4
CCCCC(=O)Nc1nn(C)c2nc3c(C)cccc3cc12 | 116 | -5 | 95 | 95 | -5[fluorescence artefact?] | 95 | 1 | -3 | 13
COc1ccc2cc(CN(CC3CCCO3)S(=O)(=O)c3ccccc3)c(=O)[nH]c2c1 (centres undefined) | 101 | -3 | 86 | 97 | -1 | 102 | 1.2 | -3 | -11
